Source: PubChem
MC4R antag cAMP: antagonists of human melanocortin 4 receptor (MC4R) | P32245 | MC4R-expressing cells, MTII-stimulated cAMP, LANCE TR-FRET | inhibition, % at 6.5 µM | 360,000 compounds, 0.48% hits | AID 540295;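 active = inhibition above its plate's cutoff, the mean of tested wells on that plate plus 3 SD, cut at about 29% in these data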;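 note: 0% = Melanotan II alone and 100% = Melanotan II plus saturating MCL0020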
Target sequence (P32245 whole entry, looked up): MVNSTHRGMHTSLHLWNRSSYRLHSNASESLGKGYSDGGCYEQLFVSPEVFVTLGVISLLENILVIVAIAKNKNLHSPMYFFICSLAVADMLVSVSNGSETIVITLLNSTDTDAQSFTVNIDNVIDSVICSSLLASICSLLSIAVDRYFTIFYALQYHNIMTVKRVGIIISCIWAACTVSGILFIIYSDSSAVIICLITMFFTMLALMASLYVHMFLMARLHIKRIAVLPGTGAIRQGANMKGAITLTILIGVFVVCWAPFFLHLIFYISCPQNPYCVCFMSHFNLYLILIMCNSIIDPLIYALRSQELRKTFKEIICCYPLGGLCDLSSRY
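Test system: U2OS cells stably expressing human melanocortin 4 receptor (MC4R); also added: Melanotan II challenge; compound: 6.5 µM single dose; timing: 30-min compound preincubation, 1-h Melanotan II challenge, 1-h detection, room temperature; signal: Eu-cAMP/anti-cAMP TR-FRET, emission 671 nm; repeats: one well per compound, no replicates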
MC4R barr agon: human MC4R agonism via beta-arrestin | P32245 | U2OS MC4R beta-arrestin complementation, luminescence; percent of melanotan II response, DMSO zero | activation, % at 8.9 µM | 360,000 compounds, 0.98% hits;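 active = activation above a per-plate cutoff, the mean activation of sample wells on that plate plus 3 SD, cut at about 8% in these data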
N-glyco inh: N-linked glycosylation inhibition. D54 ERlucT glycosylation luciferase reporter, 24 h; percent of 100 nM tunicamycin response. reporter increase, % at 12.5 µM. 360,000 compounds, 0.23% hits;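 active = mean luciferase reporter signal, scaled so untreated is 0 and the glycosylation-blocking control 100, at or above a set limit in every replicate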;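 note: luciferase carries N-glycosylation sites so blocking glycosylation raises the light; 0% = median of neutral control wells and 100% = median of 100 nM tunicamycin wells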
CaV13 ICDI inh: Disruptors of the CACNA1D IQ motif to Ca2+-dependent inactivation inhibitor domain association, primary screening, Förster resonance energy transfer in intact living …. HEK cells, CFP/YFP FRET ICDI-IQ, plate reader, 10 min; percent FRET-ratio fall versus neutral wells. AID 743397. 340,000 compounds, 0.098% hits. inhibition, % at 12.3 µM;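 active = mean replicate inhibition of at least 30% and at least 1% of replicates passing that level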;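 note: 0% = median of the neutral control wells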
m5-HT2A agonist: mouse HTR2A agonism via beta-arrestin recruitment; AID 624169; 360,000 compounds, 0.66% hits; CHO-K1 mHTR2A beta-arrestin complementation, luminescence; percent of 30 µM serotonin response; activation, % at 7.6 µM; P35363;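 active = activation above a run cutoff, the mean activation of all tested compounds plus 3 SD, cut at about 14% in these data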;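 note: 0% = plate median of compound wells and 100% = 30 µM serotonin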
Target sequence (P35363 whole entry, looked up): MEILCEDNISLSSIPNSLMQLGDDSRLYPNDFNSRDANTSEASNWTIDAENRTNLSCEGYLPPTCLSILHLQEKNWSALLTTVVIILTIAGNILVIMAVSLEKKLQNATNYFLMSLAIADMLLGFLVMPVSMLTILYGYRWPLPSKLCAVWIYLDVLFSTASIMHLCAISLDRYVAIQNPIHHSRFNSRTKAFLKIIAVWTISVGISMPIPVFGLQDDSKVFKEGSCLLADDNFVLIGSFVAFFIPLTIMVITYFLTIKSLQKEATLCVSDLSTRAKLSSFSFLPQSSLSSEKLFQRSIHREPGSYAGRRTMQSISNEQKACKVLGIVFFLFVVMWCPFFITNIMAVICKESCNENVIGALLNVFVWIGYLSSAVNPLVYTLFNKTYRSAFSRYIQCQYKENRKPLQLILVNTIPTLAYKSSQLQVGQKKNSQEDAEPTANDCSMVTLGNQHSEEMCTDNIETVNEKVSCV
H9c2 protect: modulators protecting cardiomyocytes from myocardial damage; H9c2 cardiomyocytes, H2O2 injury protection, ATPLite, 2 h; protection from H2O2 cell death, % at 20 µM; 360,000 compounds, 0.63% hits; AID 588492;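 active = compounds giving at least 50% protection of heart cells from peroxide-induced death in the single-dose screen, raw or plate-pattern-corrected value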;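 note: 0% = DMSO wells with peroxide and 100% = DMSO wells without peroxide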
PDI inh: PDI (human) enzyme inhibition | P07237 | PDI insulin aggregation turbidity, A650, 90 min | inhibition, % at 10 µM | 350,000 compounds, 0.052% hits | AID 588391;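 active = mean inhibition across replicates of 30% or more, whatever share of single replicates reach that level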;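 note: absorbance from insulin aggregation driven by PDI reduction with DTT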
Exocytosis inh: lytic granule exocytosis inhibition | TALL-104 LAMP-1 surface exposure, flow cytometry; cells stimulated with thapsigargin and PMA | inhibition, % at 10 µM | 360,000 compounds, 0.66% hits | AID 651702;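 active = inhibition above about 55%, limit read from the data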
ABCB6 inh 2: human ABCB6 transporter inhibition | Q9NP58 | K562-ABCB6 porphyrin accumulation, flow cytometry, 1 h; hits give low values | fluorescence ratio to DMSO, % at 10 µM | 360,000 compounds, 0.19% hits;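 active = fluorescence ratio to DMSO below 75%, the collection mean minus 3 SD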;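 note: signal is porphyrin accumulated inside mitochondria; 100% equals median channel fluorescence of DMSO control wells; lower ratio means ABCB6 inhibition with less porphyrin fluorescence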
ABHD5-PLIN5 inh: inhibitors of human ABHD5-perilipin-5 interaction. Q00G26+Q8WTS1. Split G. princeps luciferase complementation, luminescence, 4 h. inhibition, % at 4 µM. 360,000 compounds, 0.78% hits. AID 602281;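 active = inhibition above the mean inhibition across every tested compound plus 3 SD, cut at about 22% in these data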;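 note: 0% = DMSO only wells and the 100% control is not disclosed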
* marks the source's active call; other numbers are inactive results; x = not tested or not shown; & = joins results of further samples.

SMILES | MC4R antag cAMP | MC4R barr agon | N-glyco inh | CaV13 ICDI inh | m5-HT2A agonist | H9c2 protect | PDI inh | Exocytosis inh | ABCB6 inh 2 | ABHD5-PLIN5 inh
C[C@@H]1CN([C@@H](C)CO)C(=O)CCCn2nncc2CO[C@@H]1CN(C)S(=O)(=O)c1ccc(Oc2ccccc2)cc1 | 13 | -0.2 | 2 | -4 | 3 | -5 | 6 | -6 | 97 | -2
COc1cccc(CC(=O)Nc2ccc3c(c2)CCC3)c1 | 22 | 0.0 | 0 | -4 | 0 | -4 | -10 | 18 | 98 | 1
CC1(C)Cc2ccccc2/C(=C/C(=O)N2CCCCCC2)N1 | 5 | -0.5 | -1 | -7 | -1 | 2 | -5 | 3 | 99 | 0
O=C(NCc1ccc2c(c1)OCO2)c1ccc(COc2cc(Cl)ccc2Cl)o1 | -1 | -0.9 | 0 | -6 | -1 | -18 | -4 | 2 | 92 | 1
COc1ccc(/C=C2\N=C(SC)NC2=O)cc1 | -16 | 0.3 | 0 | -4 | 0 | -15 | -1 | -4 | 101 | 0
COc1ccccc1CCC(=O)OCC(=O)Nc1ccc2[nH]c(=O)[nH]c2c1 | -3 | 0.5 | 0 | -5 | -4 | -1 | 6 | -4 | 95 | 3
CCOC(=O)C1=C(CCc2ccccc2)NC(=O)NC1c1ccc2ccccc2c1 (centres undefined) | 8 | 2.6 | -2 | -4 | 1 | -8 | 8 | -2 | 100 | -3
N#CC(C#N)=C1CCc2ccccc2N1 | -6 | -1.2 | -2 | -4 | -3 | 5 | -1 | 0 | 88 | -9
Cc1c(O)cccc1C(=O)N[C@@H](CSc1ccccc1)[C@H](O)CN1C[C@H]2CCCC[C@H]2C[C@H]1C(=O)NC(C)(C)C | 11&4 | -0.4&1.2 | -1&1 | -5&-5 | -5&-2 | 27&9 | 6&3 | 4&6 | 97&100 | -6&-8
CCC1COC(c2cccn2Cc2ccccc2Cl)=N1 (centres undefined) | -1 | 1.9 | -1 | -4 | 1 | 1 | -5 | -4 | 113 | -3
CC(C)Oc1ccc(C(CC(=O)O)Cc2ccccc2)cc1 (centres undefined) | 21 | 1.0 | 1 | -3 | 1 | -2 | -4 | -1 | 96 | -5
COC(C[C@H](O)C[C@@H](O)[C@H](C)OCc1ccccc1)OC | -3 | -1.9 | 2 | -11 | 2 | 3 | -4 | 6 | 94 | 6
CC1CCCCN1c1nc2nonc2nc1N1CCCCC1C (centres undefined) | -1 | -1.4 | 0 | -4 | 0 | 0 | -7 | -2 | 83 | -5
O=C1C=C(Nc2ccccc2)CC(c2ccccc2)C1 (centres undefined) | -3 | -0.4 | 0 | -2 | 9 | 5 | 2 | -1 | 94 | 2
O=C(COC(=O)c1ccc(S(=O)(=O)Nc2ccccc2)cc1)NCc1ccco1 | 7 | -1.2 | 1 | -3 | 2 | -5 | 15 | 0 | 99 | 7
COc1ccc(CNC(=O)C[C@H]2C[C@H](C(=O)N(C(C)C)C(C)C)[C@@]3(C)c4[nH]c5cc(-c6ccco6)ccc5c4CCN3C2=O)cc1OC | 6 | 0.1 | -2 | -3 | 3 | 11 | 22 | 14 | 100 | 1
O=c1[nH]c2ccccc2c(O)c1Cc1ccccc1 | 1 | -1.1 | 2 | -7 | 1 | 12 | -1 | -3 | 91 | 5
Cc1c(CN2CCN(CC(C)C)C(CCO)C2)[nH]c2ccc(Cl)cc12 (centres undefined) | 16 | -1.6 | -5 | -18 | -7 | -4 | -5 | 38 | 103 | -1
Cc1ccc(C)c(CC(=O)N2CCCC(c3cc(C(=O)Nc4ccccc4Cl)no3)C2)c1 (centres undefined) | 11 | -0.6 | -2 | -3 | -2 | -13 | -6 | 3 | 95 | -4
COCCCNC(=S)N(CCN(C)C)Cc1cc2cc3c(cc2[nH]c1=O)OCCO3 | -4 | -0.7 | 1 | -5 | -2 | -4 | 4 | 10 | 94 | 1
O=C(CCCN1C(=O)c2cccnc2C1=O)Nc1ccc(F)cc1Cl | 2 | -2.8 | 3 | -4 | -2 | 4 | -12 | -15 | 100 | 4
Nc1ccn([C@@H]2O[C@H](C(=O)N[C@H](CO)Cc3ccccc3)[C@@H](O)[C@H]2O)c(=O)n1 | x | x | -2 | x | 9 | -2 | x | -6 | 102 | 7
O=C(Nc1ccc(C(=O)NCc2ccccc2Cl)cc1)C1=CSCCO1 | 11 | 1.3 | -3 | -3 | -2 | -4 | 5 | 6 | 100 | 10
CN(C1CCCCC1)S(=O)(=O)c1ccc(NC(=O)CCC(=O)O)cc1 | 4 | -0.6 | -1 | -1 | 3 | -5 | 10 | 2 | 93 | 0
CC(C)N(Cc1nc(-c2ccc(Cl)cc2)no1)C(=O)CCCN1C(=O)c2ccccc2C1=O | 3 | 0.0 | -2 | -5 | -1 | -13 | x | -2 | 91 | -4
CCOc1ccc(S(=O)(=O)N2CCN(C(=O)c3oc4ccc(OC)cc4c3C)CC2)cc1 | -10 | -2.5 | -3 | -5 | -6 | -4 | 2 | 2 | 94 | -1
N#CC1(NC(=O)CSc2nnc(Nc3ccccc3F)s2)CCCC1 | -1 | -0.9 | -1 | -5 | 5 | -2 | -2 | 2 | 98 | 4
CN(C(=O)CSc1nc2ccccc2n1C)C1CCS(=O)(=O)C1 (centres undefined) | 1 | -3.8 | 4 | -2 | 4 | 2 | -5 | 0 | 97 | -7
COc1ccc(NC(=O)C(c2ccncc2)n2c(=O)c(-c3ccccc3)nc3ccccc32)cc1 (centres undefined) | x | x | x | -9 | -1 | x | x | -3 | x | 3
COc1ccccc1-c1nnc(-c2ccc(N3CCOCC3)cc2)o1 | 5 | -1.7 | x | -6 | -1 | 5 | 0 | -2 | 95 | 1
CN(C(=O)c1cccc(NC(=O)Cc2cccc([N+](=O)[O-])c2)c1)C1CCCCC1 | 1 | -1.9 | -2 | -5 | -2 | -4 | 1 | 0 | 92 | -7
Cc1cc(NC(=O)CSc2nnc(-c3cccnc3)n2C2CCCCC2C)no1 (centres undefined) | 12 | 1.3 | 2 | x | 2 | 13 | -9 | 0 | 95 | -1
CCOC(=O)N1CC=C2C(C#N)=C(N)C(C#N)(C#N)[C@H](c3ccccc3OCC)[C@H]2C1 | -11 | 0.9 | -2 | -10 | -1 | 6 | 2 | 0 | 95 | 4
O=C1c2ccccc2NC2(CCCCC2)N1c1ccc(O)cc1 | -4 | 0.0 | -1 | -1 | 0 | -8 | -2 | -1 | 103 | -2
CCCCc1ccccc1NC(=S)NC1CCCC1 | 3 | -2.7 | 0 | x | 0 | -8 | 6 | -2 | 97 | -12
COc1ccc(C)cc1S(=O)(=O)N(C)CC(=O)Nc1ccccc1 | 12 | -0.6 | 0 | -6 | -3 | -10 | 0 | -2 | 95 | -6
COc1ccc(/C=C/C(=O)N(C)C2CCS(=O)(=O)C2)cc1OC (centres undefined) | -1 | -1.8 | 1 | -21 | -7 | 14 | -5 | -1 | 80 | 0
Cc1cc(C)n(-c2cc(C(C)(C)C)nc3c(-c4ccccc4)cnn23)n1 | 6 | 5.2 | -11 | -4 | 9 | -3 | -2 | 3 | 102 | -2
CCCc1nc2ccccc2c(C(=O)OCC(=O)Nc2cccc(S(=O)(=O)N3CCOCC3)c2)c1CC | 14 | 3.5 | 3 | -4 | -2 | 30 | 1 | 4 | 85 | -3
CCOc1ccc(C/C(O)=C2\C(=O)CC(C)(C)CC2=NCC(=O)O)cc1OCC | 1 | -0.2 | -2 | 2 | 2 | -1 | -3 | -2 | 95 | 0
Fc1c(F)c(F)c(N=Cc2ccc3ncccc3c2)c(F)c1F | -3 | -2.4 | 0 | -3 | 1 | 10 | -4 | -5 | 103 | -11
O=C1c2cccc3cccc(c23)N1CN1CCN(c2ccccn2)CC1 | -7 | -0.7 | 5 | x | 14 | 26 | -39 | -2 | 111 | 0
CC(=O)N[C@@H](Cc1c[nH]c2ccccc12)C(=O)OCC(=O)Nc1ccc(S(=O)(=O)N(C)C)cc1 | 11 | -2.2 | 3 | 1 | -1 | -5 | 13 | 6 | 97 | 0
CN(Cc1ccon1)C(=O)C1CCC(=O)N(Cc2ccc(Cl)cc2)C1 (centres undefined) | 10 | -3.0 | -1 | -2 | 0 | -2 | -2 | -2 | 96 | 2
CCOc1ccc(/C=N/OCC(=O)NCc2ccco2)cc1 | 7 | 0.4 | 0 | -3 | 1 | -12 | -4 | -4 | 98 | 1
O=C(NCC1CCCO1)C(c1cccnc1)N(C(=O)Cc1cccs1)c1ccccc1 (centres undefined) | -1 | -1.1 | -1 | -10 | 0 | 9 | -2 | -6 | 100 | 0
COc1cc(/C=C/C(=O)NC2CCCCC2)cc(OC)c1OC | 19 | 0.6 | 0 | -5 | 0 | 1 | 2 | 2 | 97 | 2
O=C(N/C(=C\c1ccco1)C(=O)N1CCCC1)c1ccccc1 | 3 | -1.2 | -1 | -3 | -1 | -2 | 2 | -3 | 168 | 1
Clc1ccc(CSc2ncnc3c2ncn3C2CCCCO2)cc1 (centres undefined) | 0 | 1.8 | -1 | -5 | -1 | -14 | 0 | -2 | 94 | 6
COc1ccc(NC(=O)c2ccc3ccccc3c2OC)cc1 | -2 | 2.1 | 9 | -5 | 4 | -9 | -8 | 5 | 91 | 2
O=C1[C@H]2[C@@H](c3ccc(F)cc3)N3C(=O)N(c4ccc(Br)cc4)C(=O)[C@@]3(Cc3ccc(Cl)cc3)[C@H]2C(=O)N1C1CCCCC1 | 6 | 1.4 | -1 | -11 | -3 | 1 | -1 | 16 | 100 | 5
Cc1ccc(C(=O)COC(=O)[C@@H](NC(=O)c2ccco2)C(C)C)s1 | -2 | -0.6 | 0 | -5 | 6 | -11 | 9 | 2 | 101 | 3
Cc1ccc(CN2CC(C(=O)N3CCN(S(=O)(=O)c4cccc(F)c4)CC3)CC2=O)cc1 (centres undefined) | 1 | -2.6 | 0 | -11 | 3 | -3 | 0 | -1 | 101 | 4
COCCCNC(=O)COc1cc(C)c(Cl)c(C)c1 | 8 | -0.5 | 2 | -5 | -2 | 1 | 5 | 2 | 78 | -1
